# All columns: NCI-60 one-dose screen, growth in % after 48 h at 10 µM unless noted; 100 = growth as untreated, 0 = no growth, -100 = all killed.
# A549/ATCC – A549/ATCC NSCLC | AID 1794740 | 81,000 compounds, 3.7% hits
# MDA-MB-435 – MDA-MB-435 melanoma. 82,000 compounds, 7.8% hits. AID 1794794
# M14 – M14 melanoma. AID 1794745. 80,000 compounds, 6.2% hits
# SK-MEL-5 – SK-MEL-5 melanoma; 80,000 compounds, 6.4% hits
# UACC-62 – UACC-62 melanoma. 81,000 compounds, 5.4% hits. AID 1794756
# SK-MEL-28 – SK-MEL-28 melanoma | 81,000 compounds, 4.1% hits | AID 1794761
# SK-MEL-2 – SK-MEL-2 melanoma; 77,000 compounds, 4.7% hits
# UACC-257 – UACC-257 melanoma | 78,000 compounds, 4.4% hits | AID 1794764
# Active calls of the source: *; · = no result given; & = joins results of further samples. The calls were made as follows: active = growth percent below 10; inactive = the rest. An unsorted share of the library; any-hit rate near 11%.
SMILES,A549/ATCC,MDA-MB-435,M14,SK-MEL-5,UACC-62,SK-MEL-28,SK-MEL-2,UACC-257
Cc1cc(=O)oc2cc(OS(=O)(=O)N3CCCCC3)ccc12,95,94,96,102,95,106,99,102
O=C(O)c1ccc(-n2c(=O)n(-c3cccc(C(F)(F)F)c3)c(=O)c3cc(-c4ccc(F)cc4F)ccc32)cc1,10,5.9*,19,-60*,-3.7*,26,-32*,-2.0*
COC(=O)CCC(=O)c1ccc2cc(OC)ccc2c1,112,96,99,106,·,100,102,·
c1ccc(C[Si](Cc2ccccc2)(Cc2ccccc2)Cc2ccccc2)cc1,84,105,99,92,88,117,91,89
Cn1cc(-c2csc(-c3c[nH]c4ccc(Br)cc34)n2)c2cccnc21,106,96,90,93,90,95,98,113
CC(=O)Oc1ccccc1C(=O)Oc1ccc(C(=O)/C=C/c2ccc(F)cc2)cc1,119,108,110,95,96,108,117,122
Cc1nc2sccn2c1-c1csc(Nc2cccc(Cl)c2C)n1,38,7.5*,51,17,53,60,44,34
CC(C)NC(=O)c1cc(-c2ccc(NC(=O)Nc3ccc(N4CCN(C)CC4)c(C(F)(F)F)c3)cc2)nc2cccnc12,-79*,-97*,-87*,-100*,-97*,-99*,-82*,-89*
OC(c1ccccc1)c1cnccc1NC1CCCCC1 (stereo not given),90,102,95,91,86,110,99,94
O=C(Nc1ccccc1C1=NCCN1)c1ccc(C(=O)Nc2ccccc2C2=NCCN2)cc1,94,114,97,100,110,118,100,104
Cc1ccc(/C=C/C(=O)c2ccc(NC(=O)CSc3nc4[nH]c(=O)n(C)c(=O)c4[nH]3)cc2)c(C)c1,98,98,99,99,94,100,102,99
COc1cc(CO)ccc1O,109,115,100,109,97,110,104,104
CCCCNNC(=O)c1ccc(Br)cc1,58,37,42,·,41,53,45,16
CCC(=O)O[C@H]1CCC[C@H]2[C@@H]3CCC4=CC(=O)CC[C@]4(C)[C@H]3CC[C@]12C,84,95,103,87,85,110,93,94
Cc1ccc(S(=O)(=O)/N=c2\c3ccccc3cnn2C2=NCCN2S(=O)(=O)c2ccc(C)cc2)cc1,103,108,108,97,92,·,107,103
CN1C(=O)C(C2Sc3ccccc3NC2=O)SC1=S (stereo not given),117,55,82,145,96,101,·,89
CN1CCN(c2ccc(Nc3ncc4[nH]c(=O)n(Cc5ccccc5N)c4n3)cc2)CC1,97,104,96,101,98,111,104,112
CCOC(=O)CC(C(=O)OCC)n1c(O)c(/C=N/NC(=O)c2ccncc2)sc1=S (stereo not given),100,103,104,98,100,105,104,103
COc1ccc2[nH]cc(C(c3ccc(Cl)cc3)N3CCCC3)c2c1 (stereo not given),99,105,95,89,92,111,·,92
COc1cc(/C=C/C(=O)c2cccnc2Nc2ccc(F)cc2)cc(OC)c1OC,33,28,70,54,50,72,27,32

# Two successive compounds already listed:
SMILES,A549/ATCC,MDA-MB-435,M14,SK-MEL-5,UACC-62,SK-MEL-28,SK-MEL-2,UACC-257
Cc1ccc(/C=C/C(=O)c2ccc(NC(=O)CSc3nc4[nH]c(=O)n(C)c(=O)c4[nH]3)cc2)c(C)c1,98,98,99,99,94,100,102,99
COc1cc(CO)ccc1O,109,115,100,109,97,110,104,104

# Going on with the list:
SMILES,A549/ATCC,MDA-MB-435,M14,SK-MEL-5,UACC-62,SK-MEL-28,SK-MEL-2,UACC-257
O=C(NCc1ccccc1)C(c1ccc(Br)cc1)N(C(=O)CCc1ccccc1)C1CC1 (stereo not given),72,96,95,·,·,·,104,85
C#C[C@]1(O)CC[C@H]2[C@@H]3CC=C4c5sc(-c6ccc(Cl)cc6)nc5CC[C@]4(C)[C@H]3CC[C@@]21C,105,105,98,98,96,101,110,101
N/C(Cc1ccc(N)cc1)=N\O,106,115,94,108,94,110,106,106
COc1ccc(-c2cs/c(=N\N=C\c3ccc(F)c(OC)c3)n2-c2ccccc2)cc1,93,90,·,83,63,100,99,98
Oc1ccccc1C1CCCCC1,101,106,100,102,107,111,101,110
CC(C)CC(NC=O)C(=O)O (stereo not given),103,112,111,98,101,106,130,96
Cc1[nH]nc2c1C(c1ccc(C3NCCc4c3[nH]c3ccccc43)cc1)C(C#N)=C(N)O2 (stereo not given),93,108,102,99,83,113,90,·
C=C1C[C@H](c2c(C)cccc2C)O[C@@H]2C[C@H](C)CC[C@@H]12,94,112,103,101,103,101,106,104
CC/C=C\C/C=C/C=C1\CC(CCO)=CC1=O,89,113,101,98,93,123,97,81
COc1nc2c(c(=O)[nH]1)C(c1cc3ccc(Cl)cc3[nH]c1=O)C1=C(CC(C)(C)CC1=O)N2 (stereo not given),93,102,101,102,93,104,110,93
Nc1cc(Cl)c(S(N)(=O)=O)cc1S(N)(=O)=O,·,113,108,102,101,121,-16*,·
N#CCCCCN1C(=O)c2ccccc2C1=O,63,106,96,99,96,120,101,75
O=C(CCl)NC(C(=O)O)c1ccccc1 (stereo not given),102,103,98,98,112,108,94,95
CN(C)c1ccc(-c2ccc(-c3ccc(C(=N)N)cc3)s2)cc1,-73*,-78*,100,74,37,94,107,104
O=S(=O)(NCCCNc1nccc(-n2cnc3ccccc32)n1)c1ccc(C(F)(F)F)cc1,86,93,·,59,62,103,98,98
Cc1cc(-c2ccc(N=Nc3c(S(=O)(=O)O)cc4cc(S(=O)(=O)O)cc(O)c4c3O)c(C)c2)ccc1N=Nc1c(S(=O)(=O)O)cc2cc(S(=O)(=O)O)cc(O)c2c1O,101,103,103,101,114,110,91,102
Cc1cn(C2CC(N=[N+]=[N-])C(COP(=O)(O)OP(=O)(O)OP(=O)(O)O)O2)c(=O)[nH]c1=O (stereo not given),146,107,58,106,112,99,107,108
COc1ccc(C2N(c3ccc(C)cc3)N=C(C(C)=O)N2[C@H]2[C@H](OC(C)=O)O[C@H](COC(C)=O)[C@@H](OC(C)=O)[C@@H]2OC(C)=O)cc1 (stereo not given in full),72,97,85,80,61,91,88,94
CCC(C)Oc1cc(/C=N/NC(=O)c2cnn(CC(O)c3ccccc3)c2N)ccc1OC (stereo not given),95,100,101,81,95,110,111,96
Cc1ccc(-n2cnn3c(=O)c4c5c(sc4nc23)CN(C)CC5)cc1,76,104,102,99,108,110,95,·

# By substructure: the compounds so far with a COOH group.
SMILES,A549/ATCC,MDA-MB-435,M14,SK-MEL-5,UACC-62,SK-MEL-28,SK-MEL-2,UACC-257
O=C(O)c1ccc(-n2c(=O)n(-c3cccc(C(F)(F)F)c3)c(=O)c3cc(-c4ccc(F)cc4F)ccc32)cc1,10,5.9*,19,-60*,-3.7*,26,-32*,-2.0*
CC(C)CC(NC=O)C(=O)O (stereo not given),103,112,111,98,101,106,130,96
O=C(CCl)NC(C(=O)O)c1ccccc1 (stereo not given),102,103,98,98,112,108,94,95

# (listing goes on)
SMILES,A549/ATCC,MDA-MB-435,M14,SK-MEL-5,UACC-62,SK-MEL-28,SK-MEL-2,UACC-257
COc1ccc(C(c2cc(OC)c(OC)c(OC)c2)n2cncn2)cc1O (stereo not given),19,-46*,-1.6*,15,32,57,56,44
CCOC(=O)C(Cc1c[nH]c2ccccc12)NC(=O)C(Cc1ccccc1)NC(=O)C(Cc1cnc[nH]1)NC(=O)OCc1ccccc1 (stereo not given),99,105,106,112,95,115,88,102
Fc1cccc(-n2ncc3c(Nc4ccc(OCc5ccccc5)cc4)ncnc32)c1,85,100,97,88,64,102,104,101
CNc1cc(S(=O)(=O)O)ccc1C,106,105,100,106,118,109,103,104
N#CCSc1nnc2n(Cc3ccccc3)c(=O)c3c4c(sc3n12)CCCC4,80,107,109,95,96,116,96,99
COc1ccccc1C(=O)CSc1nc(Nc2cccc(S(N)(=O)=O)c2)c2ccccc2n1,89,91,93,68,80,101,97,106
O=C(CSc1nnc2n1N=C(c1ccc(Cl)cc1)CS2)c1ccc(F)cc1,82,91,92,78,67,89,90,88
Cn1cc(-c2noc(-c3cn(C)c4ncc(Br)cc34)n2)c2ccccc21,87,84,90,96,101,87,107,100
CCC(=O)c1ccc(OC)c(OC)c1O,100,115,110,100,94,106,109,101
CCCCCCCC/C=C/CCCCCCCC1=NC(C)(C)CN1CC(C)O (stereo not given),28,6.0*,32,53,4.0*,53,33,87
O=C(Nc1ccc(NC(=O)c2ccc(-n3c(=O)[nH]c4ccccc4c3=O)cc2)cc1)c1ccc(-n2c(=O)[nH]c3ccccc3c2=O)cc1,115,106,99,109,97,115,107,122
O=NN(c1ccccc1)c1cccc2ccccc12,90,106,100,101,92,112,93,93
OCCN1CCN=C1Cc1ccccc1,94,110,105,104,99,112,96,99
CC(=O)COc1ccccc1NC(C)=O,·,103,110,99,95,106,125,·
CC(C)(C)Nc1c(-c2ccc(-c3ccccc3)cc2)nc2ccccn12,84,94,91,94,91,109,93,87
CCCNC(=O)CCCNc1ncnc2c1ncn2-c1ccccc1,96,109,100,98,82,109,104,103
CCOC(=O)c1ccccn1,103&106,113&110,110,107&106,103&92,104&108,91&109,109&108
Cc1nn(-c2ccccc2)cc1/C=N/Nc1nc(Nc2ccccc2)nc(Nc2ccc(S(N)(=O)=O)cc2)n1,-29*,-32*,·,-44*,-28*,-14*,55,55
CN(C)c1ccc(N=C2C=CC(=O)C=C2)cc1,102,74,96,87,·,97,97,119
CCCCCCCCCCCCCCCC(=O)OCc1cc(=O)c(O)co1,118,100,104,108,95,103,107,130
CCOC(=O)CC(C)(C)CC(=O)C1CNC2=C(C1)C(=O)CC(C)(C)C2 (stereo not given),·,96,107,93,107,103,107,·
COc1ccc(C(=O)NC(=O)Nc2ccc3c(c2)NC(=O)/C3=C\c2[nH]c(C)c(CCC(=O)O)c2C)cc1,83,99,99,99,96,109,122,100
O=C(NCc1ccc(Cn2c(=O)sn(-c3ccccc3)c2=O)cc1)OCc1ccc2cccc(O)c2n1,-27*,-90*,-64*,-85*,-62*,-62*,-5.7*,-25*
O=C1CSC(=S)N1/N=C/c1ccc(Cl)cc1Cl,101,95,99,102,97,105,92,105
CC(=O)c1cc2c(cc1Cl)C(C)(C)CCC2(C)C,97,106,94,100,100,98,101,·
COC(=O)c1cc(-c2cccnc2)[nH]c(=O)c1C#N,98,103,97,101,97,106,112,99
CCc1ccc(C2=C(O)C(=O)C(c3ccc(CC)cc3)=C(O)C2=O)cc1,-58*,3.7*,5.0*,-59*,-44*,-19*,-44*,·
CCOC=Nc1c(C(=O)Nc2ccccc2)oc2ncccc12,94,106,99,101,100,109,104,100
CCC(c1ccc(O)cc1)C(CC)c1ccc(OC)cc1 (stereo not given),94,105,102,86,82,107,105,87
COc1ccc(CN2C(=O)CCC2C(=O)NCCc2ccccc2)cc1 (stereo not given),90,107,95,95,98,92,104,100

# Fetched one by one from the entries so far:
SMILES,A549/ATCC,MDA-MB-435,M14,SK-MEL-5,UACC-62,SK-MEL-28,SK-MEL-2,UACC-257
COc1ccc(C(=O)NC(=O)Nc2ccc3c(c2)NC(=O)/C3=C\c2[nH]c(C)c(CCC(=O)O)c2C)cc1,83,99,99,99,96,109,122,100
CCOC(=O)CC(C)(C)CC(=O)C1CNC2=C(C1)C(=O)CC(C)(C)C2 (stereo not given),·,96,107,93,107,103,107,·
CCOC=Nc1c(C(=O)Nc2ccccc2)oc2ncccc12,94,106,99,101,100,109,104,100
CCc1ccc(C2=C(O)C(=O)C(c3ccc(CC)cc3)=C(O)C2=O)cc1,-58*,3.7*,5.0*,-59*,-44*,-19*,-44*,·

# Source: PubChem
